UPR XBP1 act: adaptive UPR (XBP1) activation | 330,000 compounds, 0.33% hits | CHO-XBP1 luciferase reporter, IRE1-XBP1 UPR activation, luminescence; percent of tunicamycin response, DMSO as zero | activation, % at 20 µM;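 active = versus positive control, 20 µM dose yields 30% or more activation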;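 note: 100% = tunicamycin at 10 µg/mL and 0% = DMSO only wells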
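Material: CHO cell line with stable XBP1 luciferase reporter; buffer or medium: F12 medium containing 10% fetal bovine serum; compound: single point, 20 µM final compound, 1% DMSO; incubation: 6 h treatment, 37 °C; measured by: glow luminescence from Steady-Glo reagent; evaluation: activation, % of tunicamycin; control set: tunicamycin high, DMSO low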
Mdm2-MdmX inh: human Mdm2/MdmX binding inhibition; 330,000 compounds, 3% hits; O15151+Q00987; SaOS-2 split-luciferase Mdm2/MdmX complementation, luminescence; inhibition, % at 8 µM;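 active = inhibition of at least 50% at 8 µM in the primary screen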
CCR6 antagonist: CCR6 (human) receptor antagonism; P51684; CHO-K1 CCR6 PathHunter beta-arrestin, luminescence, CCL20-stimulated; inhibition, % at 20 µM; 340,000 compounds, 0.49% hits;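 active = compounds whose inhibition of the agonist-driven luminescence signal at 20 µM reaches about 50%, limit read from the data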;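 note: cells stimulated with CCL20 at 14 nM final; plate controls were DMSO with CCL20 for no effect and DMSO without agonist for full effect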
Target sequence (P51684 whole entry, looked up): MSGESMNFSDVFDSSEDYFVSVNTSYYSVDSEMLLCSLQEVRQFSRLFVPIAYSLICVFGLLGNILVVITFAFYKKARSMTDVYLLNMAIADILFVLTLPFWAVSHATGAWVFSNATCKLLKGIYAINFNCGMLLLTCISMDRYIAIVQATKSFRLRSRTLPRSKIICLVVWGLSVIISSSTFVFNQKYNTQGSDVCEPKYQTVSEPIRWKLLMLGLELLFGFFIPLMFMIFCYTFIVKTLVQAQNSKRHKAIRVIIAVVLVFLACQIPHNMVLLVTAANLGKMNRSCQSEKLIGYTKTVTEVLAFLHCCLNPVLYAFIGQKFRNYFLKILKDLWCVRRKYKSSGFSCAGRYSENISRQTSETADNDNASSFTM
tim23-1 inh: tim23-1 yeast growth inhibition. S. cerevisiae tim23-1 growth, BacTiter-Glo luminescence, 24 h. 330,000 compounds, 1.3% hits. inhibition, % at 20 µM;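 active = growth inhibition of the mutant yeast at or above 50%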;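 note: temperature-sensitive mutant grown at 25 °C; plate controls were DMSO-treated mutant yeast for no effect and medium wells lacking yeast for full effect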
CXCR6 block: CXCR6 (human) receptor inhibition; O00574; inhibition, % at 20 µM; CHO-K1 PathHunter CXCR6 beta-arrestin, luminescence; 360,000 compounds, 0.36% hits; in the data active = inhibition above about 34%, passing the limit was not always enough;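 note: antagonist mode with CXCL16 agonist at 10 nM final; 0% = 10 nM CXCL16 with DMSO and 100% = unstimulated wells without agonist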
Target sequence (O00574 whole entry, looked up): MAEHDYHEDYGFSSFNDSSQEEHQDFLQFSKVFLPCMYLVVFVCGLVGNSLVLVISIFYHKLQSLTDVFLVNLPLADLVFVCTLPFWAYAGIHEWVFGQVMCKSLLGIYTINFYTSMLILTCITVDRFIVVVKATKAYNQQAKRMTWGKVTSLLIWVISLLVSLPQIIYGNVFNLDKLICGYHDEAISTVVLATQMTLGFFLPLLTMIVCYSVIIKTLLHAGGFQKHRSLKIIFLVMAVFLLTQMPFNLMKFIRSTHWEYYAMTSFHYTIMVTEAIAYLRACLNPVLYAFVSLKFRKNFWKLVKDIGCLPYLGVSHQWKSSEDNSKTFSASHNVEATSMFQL
EBI2 antag: blocks human EBI2 receptor beta-arrestin signaling; P32249; EBI2 beta-arrestin recruitment, luminescence, 7a,25-OHC stimulated; inhibition, % at 5 µM; 360,000 compounds, 0.81% hits; AID 651636; in the data active = inhibition above about 38%;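 note: enzyme fragment complementation signal reports receptor beta-arrestin coupling in cells; 0% = agonist plus DMSO wells and 100% = wells without agonist; some results beyond the cut were filed as inactive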
CHOP UPR activ: apoptotic UPR (CHOP) activation; CHO-CHOP luciferase reporter, luminescence; percent of tunicamycin response over DMSO baseline; AID 449763; activation, % at 10 µM; 330,000 compounds, 0.34% hits;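 active = at 10 µM dose, activation of 40% or more, normalized to positive control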;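 note: 100% = tunicamycin at 10 µg/mL and 0% = DMSO alone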
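Test system: CHO-CHOP cells, stable luciferase reporter of PERK-eIF2a-CHOP signalling | Quantity: 500 CHO-CHOP cells per well | Buffer or medium: F12 plus 10% serum | Compound dosing: 10 µM single point, 0.5% DMSO | Schedule: 6 h compound treatment, 37 °C | Signal: Luciferase luminescence | Control set: Tunicamycin high control, DMSO low control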
APJ antagonist: antagonists of human APJ apelin receptor. AID 2521. P35414. inhibition, % at 20 µM. CHO-K1 APJ beta-arrestin complementation, luminescence. 330,000 compounds, 0.32% hits;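 active = inhibition above about 40% at 20 µM, limit read from the data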;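 note: cells challenged with 10 nM apelin-13 agonist together with compound; plate controls were apelin-13 plus DMSO wells for no effect and DMSO wells lacking apelin-13 for full effect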
APJ agonist: agonists of human APJ apelin receptor. CHO-K1 APJ PathHunter beta-arrestin, luminescence; 0% DMSO wells, 100% apelin. activation, % at 20 µM. 330,000 compounds, 0.11% hits;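 active = activation more than six SD over the plate average, tested at 20 µM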;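 note: 0% = DMSO alone and 100% = apelin-13 at 10 nM; some results filed as inactive read as strong as hits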
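system = engineered CHO-K1 APJ arrestin reporter cells | input = 1000 cells per well | timing = overnight seeding, 90 min compound at 25 °C, 1 h detection | measured by = enzyme-fragment complementation luminescence | read-out = beta-arrestin recruitment to APJ as agonist activity, luminescent signal | control set = negative DMSO alone, positive Apelin-13 at 10 nM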
Active calls of the source: *; · = no result given. The list is partial (hit frequency here may not be typical).

entry	canonical_smiles	UPR XBP1 act	Mdm2-MdmX inh	CCR6 antagonist	tim23-1 inh	CXCR6 block
1	COc1ccccc1-n1cnnc1SCC(=O)NCc1cccs1	-2	10	-13	3	8
2	Cc1cc(C)c(NC(=O)CSc2nccn2C)c(C)c1	-2	-23	17	-1	0
3	CS(=O)(=O)c1ccccc1C(=O)Nc1cc(Cl)ccc1-n1cncn1	0	3	-2	-7	2
4	COC(=O)c1cccc(N(CC(=O)NC2CCCC2)C(=O)CCC(=O)Nc2cc(C)on2)c1	-7	2	6	2	6
5	COc1cc2[nH]c(=O)n(CCCC(=O)N3CC=C(c4ccccc4)CC3)c(=O)c2cc1OC	-2	28	-13	3	6
6	C/C(=N\OCC(=O)N/N=C/c1ccccc1O)c1cccs1	2	39	9	56*	-6
7	COc1ccc(/C=N/NC(=O)c2[nH]c3ccc(Br)cc3c2-c2ccccc2)cc1	10	74*	16	-6	-9
8	Nc1c(C(=O)NC2CCCC2)c2nc3ccccc3nc2n1/N=C/c1cccnc1	14	51*	-8	13	-8
9	COc1cccc(NC(=O)COC(=O)C2CCN(S(=O)(=O)c3cccs3)CC2)c1	0	22	2	7	-1
10	O=C(CCn1c(=O)[nH]c2ccsc2c1=O)N1CCN(Cc2ccc3c(c2)OCO3)CC1	0	-5	13	9	-2
11	CCc1noc(C)c1C(=O)OCC(=O)N(CCOC)c1c(N)n(Cc2ccccc2)c(=O)[nH]c1=O	0	-5	7	25	3
12	CCc1ccc(C(C(=O)NC(C)(C)CC)N(Cc2ccco2)C(=O)Cn2nnc3ccccc32)cc1 (stereo unspecified)	1	23	7	12	16

entry	EBI2 antag	CHOP UPR activ	APJ antagonist	APJ agonist
1	-9	-2.3	21	-1
2	-2	2.3	18	-4
3	-11	-1.2	4	-7
4	-6	1.7	13	-4
5	7	-0.7	-18	-26
6	-2	-0.9	1	-6
7	4	1.4	-8	-4
8	3	2.7	-14	5
9	3	-1.7	-6	-3
10	-8	-0.5	10	1
11	-4	-0.4	-46	2
12	-45	-0.3	11	-3

5 compounds from above, sorted by their value in CXCR6 block, largest number first:
No.	structure	CXCR6 block
12	CCc1ccc(C(C(=O)NC(C)(C)CC)N(Cc2ccco2)C(=O)Cn2nnc3ccccc32)cc1 (stereo unspecified)	16
11	CCc1noc(C)c1C(=O)OCC(=O)N(CCOC)c1c(N)n(Cc2ccccc2)c(=O)[nH]c1=O	3
10	O=C(CCn1c(=O)[nH]c2ccsc2c1=O)N1CCN(Cc2ccc3c(c2)OCO3)CC1	-2
6	C/C(=N\OCC(=O)N/N=C/c1ccccc1O)c1cccs1	-6
7	COc1ccc(/C=N/NC(=O)c2[nH]c3ccc(Br)cc3c2-c2ccccc2)cc1	-9

The results go on:
entry	canonical_smiles	UPR XBP1 act	Mdm2-MdmX inh	CCR6 antagonist	tim23-1 inh	CXCR6 block
13	O=C(NCCN1CCCCC1)/C(=C/c1ccco1)NC(=O)c1ccccc1	-3	10	20	9	5
14	CC1=NN(c2ccccc2)C(=O)C1C=Nc1ccccc1O (stereo unspecified)	-2	-2	12	-16	4
15	COC(=O)c1c(C)n(-c2ccccc2)c2ccc(O)cc12	0	27	4	34	9
16	OCCNCc1cc(Br)ccc1OCc1ccc(Cl)cc1	-1	33	12	20	-5
17	COc1ccc(OC)c(N(CC(=O)NCCSCc2ccc(C)cc2)S(C)(=O)=O)c1	-3	13	4	5	2
18	COc1ccccc1OCCCOc1ccc([N+](=O)[O-])cc1Cl	1	-79	28	41	0
19	CCN(CC(=O)Nc1c(F)cccc1F)C(=O)c1ccc(C#N)cc1	-2	12	-1	-10	6
20	O=c1c(CN2CCN(c3ccccn3)CC2)coc2ccccc12	2	-2	-9	18	-8
21	COc1cc2cc(C(=O)N3CCC(Cc4ccccc4)CC3)[nH]c2cc1OC	0	-12	8	16	9
22	CC12CC(NC(=O)N1c1cccc(C(=O)N3CCN(c4ccccc4F)CC3)c1)c1ccccc1O2 (stereo unspecified)	-1	-20	26	13	6
23	CN(CC(=O)Nc1ccc(Cl)cc1)S(=O)(=O)c1ccc2c(c1)n(C)c(=O)c(=O)n2C	-4	21	12	-1	0
24	CCO[C@H]1OC(C(=O)O)=C[C@@H](c2cn(C(C)=O)c3ccccc23)[C@@H]1CCCO	-2	-28	9	10	-5

entry	EBI2 antag	CHOP UPR activ	APJ antagonist	APJ agonist
13	0	1.0	0	-4
14	-7	0.2	15	-1
15	-20	-2.3	-10	-3
16	-7	-0.3	-29	-4
17	-11	0.5	-12	-3
18	8	2.5	10	-4
19	5	-1.2	6	-1
20	7	1.3	1	1
21	13	2.9	13	-5
22	-16	-2.8	14	6
23	2	-0.7	20	-5
24	-12	-0.8	6	-1

The list continues.
entry	canonical_smiles	UPR XBP1 act	Mdm2-MdmX inh	CCR6 antagonist	tim23-1 inh	CXCR6 block
25	O=C(NCc1cccs1)C1CC(c2ccc(F)cc2)=NO1 (stereo unspecified)	2	-6	6	1	-15
26	COc1ccc(CNC(=O)CN2C(=O)C3CCCN3c3ncc(Cl)cc32)cc1 (stereo unspecified)	0	-4	0	-1	2
27	Cc1ccc(OCC(=O)c2cc(C)c(C)cc2C)c([N+](=O)[O-])n1	-6	-5	-6	15	-13
28	CCN(CC)CCNC(=O)c1ccc(NC(=O)COc2ccccc2F)cc1	0	-4	0	5	1
29	O=C1C=C(Nc2ccccc2)c2ccccc2C1=O	6	53*	18	16	9
30	Cc1ccc(Cl)c(OCC(=O)N2CCc3ccccc3C2)c1	0	-17	16	35	1
31	COC(=O)CSc1ncnc2c1sc1nc(-c3ccco3)c3c(c12)CC(C)(C)OC3	-1	8	·	-2	·
32	CCCn1c(N)c(Br)c(=O)[nH]c1=O	2	7	-9	-1	-8
33	COc1cc(N)ccc1C(=O)O	0	-9	-6	9	-13
34	O=S(=O)(c1ccc(NC(=S)N/N=C/c2ccc(N3CCOCC3)cc2)cc1)N1CCOCC1	0	-4	8	1	-9
35	O=C(c1cc(-c2ccccc2)on1)N1CCN(c2ccccc2)CC1	-2	21	9	17	-5
36	COCCN(C(=O)c1cc(-c2ccco2)nc2ccccc12)c1c(N)n(Cc2ccccc2)c(=O)[nH]c1=O	1	10	10	-12	-3

entry	EBI2 antag	CHOP UPR activ	APJ antagonist	APJ agonist
25	4	-0.4	-5	-1
26	1	-1.6	-7	-2
27	-14	18	-29	1
28	-14	-0.5	20	1
29	-18	35	-58	1
30	6	2.4	12	-2
31	·	0.3	-4	-3
32	-3	3.3	11	2
33	7	-0.6	5	-6
34	20	4.4	-7	0
35	22	0.5	15	-4
36	7	0.0	-8	-1

Single records, from the list above. Screens in order: UPR XBP1 act | Mdm2-MdmX inh | CCR6 antagonist | tim23-1 inh | CXCR6 block | EBI2 antag | CHOP UPR activ | APJ antagonist | APJ agonist
COCCN(C(=O)c1cc(-c2ccco2)nc2ccccc12)c1c(N)n(Cc2ccccc2)c(=O)[nH]c1=O is listed as 1 | 10 | 10 | -12 | -3 | 7 | 0.0 | -8 | -1
COC(=O)CSc1ncnc2c1sc1nc(-c3ccco3)c3c(c12)CC(C)(C)OC3 is listed as -1 | 8 | · | -2 | · | · | 0.3 | -4 | -3

Other results follow:
entry	canonical_smiles	UPR XBP1 act	Mdm2-MdmX inh	CCR6 antagonist	tim23-1 inh	CXCR6 block
37	CCCCOc1ccccc1/C=N/NC(=O)CC#N	1	-8	-4	12	-6
38	O=C(CN1CCCCC1)n1c2ccccc2c2ccccc21	6	-23	3	16	-1
39	CC1=C(C(=O)N(C)Cc2ccccc2)C2(CCC(C)CC2)OC1=O (stereo unspecified)	3	-1	8	23	4
40	O=C(Cc1ccc(F)cc1)NC1CCCCCC1	0	19	13	9	-3
41	COc1ccc(C2=NN(C(=O)CCC(=O)O)C(c3ccc(F)cc3)C2)cc1 (stereo unspecified)	-2	11	6	-1	-17
42	O=C1NCCNC(=O)c2ccccc2OCCOc2ccccc21	1	-17	16	9	-5
43	CCOC(=O)c1c(-c2ccc(C)o2)csc1NC(=O)COC(=O)c1ccc(NC(N)=O)cc1	33*	69*	-2	-14	2
44	Cc1cc(C)c(S(=O)(=O)Nc2ccc(N(C)C)cc2)c(C)c1-n1cnnn1	-5	-64	-10	17	-8
45	CC1CC(C)CN(C(=O)COC(=O)c2ccc3c(c2)OCO3)C1 (stereo unspecified)	4	-35	13	23	3
46	C=CCn1c(=NC(=O)c2cccs2)sc2cc(NC(C)=O)ccc21	2	0	4	30	4
47	O=C(Nc1ccc2c(c1)OCCO2)c1cccnc1	2	-40	8	10	-10
48	CSc1nsc(SC)c1C(=O)N1CCN(S(=O)(=O)c2ccc(C)cc2)C1C (stereo unspecified)	0	7	-2	24	1
49	Cc1ccc(S(=O)(=O)c2c(C)nn(C(C)(C)C)c2OC(=O)c2ccc(Br)o2)cc1	3	89*	0	70*	0
50	CC(=O)c1ccn(S(=O)(=O)c2ccccc2)c1	1	8	12	3	-1

entry	EBI2 antag	CHOP UPR activ	APJ antagonist	APJ agonist
37	-10	2.4	10	-3
38	-2	0.0	-2	0
39	-5	1.1	12	-2
40	2	2.2	18	-3
41	10	1.2	19	-2
42	0	-0.2	13	-4
43	-18	8.9	-14	-3
44	65*	0.7	-27	2
45	-10	1.1	-9	-4
46	-4	4.2	15	-3
47	-4	5.1	9	-1
48	0	-2.3	3	-1
49	-15	8.7	-20	5
50	-12	-1.7	-2	-2

Assay outcomes as filed in PubChem.
